D1 antag – antagonists of human D1 dopamine receptor | P21728 | HEK293 TREx D1 cells, calcium flux, dopamine EC80; stronger effect = lower value | activity change, negative = inhibition, % at 10 µM | hit rate 3.2% among 360,000; in the data active means activity change below about -30%; further: on the % scale 0 is the no-effect control and ±100 the full control effect
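Tetracycline-induced HEK293 Trex D1 cells, force-coupled to calcium, dye-loaded; compounds added and read 180 s, then EC80 dopamine added and calcium flux tracked kinetically another 180 s.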
D2 PAM – D2 dopamine receptor (human) potentiation; P14416; HEK293 T-REx D2, calcium flux, EC20 dopamine potentiation; potentiation, % at 10 µM; hit rate 0.34% among 340,000; AID 485347;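 active means potentiation over 3 SD above the plate norm, cut at about 30% in these data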; further: 0% is about no effect
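Potentiation of an EC20 dopamine calcium response is measured in a force-coupled, tetracycline-inducible Hek293 Trex D2 line. Compound-only kinetic reads over 180 s flag agonists before dopamine addition.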
TRHR ag – TRH receptor (human) agonism; TRHR cells, calcium flux fluo-8, FDSS agonist mode; activation, % at 2 µM; hit rate 0.18% among 360,000; AID 493084; in the data active means activation above about 30%; further: 0% is about no effect
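Read-out: compound-evoked intracellular calcium rise in TRHR cells, fluo-8 dye, kinetic FDSS fluorescence at 1 s/cycle following a 10-cycle baseline. Cells cultured overnight before dye loading (30 min–1.5 h, RT).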
RXFP1 agonist – RXFP1 (human) receptor agonism | Potency, µM (series often up to 57.5 µM), without a hit: at the highest dose activation, actives largely listed as activators | HEK293T-RXFP1 cAMP TR-FRET, 30 min; response scale: percent of porcine relaxin response, buffer zero | AID 2676 | Q9HBX9 | hit rate 0.3% among 370,000; further: potency means the concentration at half of the fitted maximal effect; on the % scale 0 is the no-effect control and ±100 the full control effect; nearly all actives have a fitted effect of over 60% in size; many of its hits are not listed in these tables
Target sequence (Q9HBX9 whole entry, looked up): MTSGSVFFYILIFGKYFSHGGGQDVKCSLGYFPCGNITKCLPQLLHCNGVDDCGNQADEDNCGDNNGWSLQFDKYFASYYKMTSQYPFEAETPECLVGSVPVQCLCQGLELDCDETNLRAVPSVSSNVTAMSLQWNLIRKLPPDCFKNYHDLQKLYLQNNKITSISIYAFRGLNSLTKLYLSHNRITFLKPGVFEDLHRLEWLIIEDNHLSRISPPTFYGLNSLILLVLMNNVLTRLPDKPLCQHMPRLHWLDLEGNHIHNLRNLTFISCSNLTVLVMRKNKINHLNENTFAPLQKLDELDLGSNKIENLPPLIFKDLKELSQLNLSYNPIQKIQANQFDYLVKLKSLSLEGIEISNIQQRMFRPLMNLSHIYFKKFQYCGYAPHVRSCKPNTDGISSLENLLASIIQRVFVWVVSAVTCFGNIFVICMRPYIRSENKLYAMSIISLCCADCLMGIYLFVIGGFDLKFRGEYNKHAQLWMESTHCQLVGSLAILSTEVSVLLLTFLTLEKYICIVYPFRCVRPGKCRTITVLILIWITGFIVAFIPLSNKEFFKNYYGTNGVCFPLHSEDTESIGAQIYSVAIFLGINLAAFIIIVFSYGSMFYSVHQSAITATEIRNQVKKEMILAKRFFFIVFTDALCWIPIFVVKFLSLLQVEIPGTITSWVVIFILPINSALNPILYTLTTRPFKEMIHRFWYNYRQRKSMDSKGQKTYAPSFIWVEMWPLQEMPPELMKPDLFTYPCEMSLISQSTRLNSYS
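Agonist response is measured as cAMP accumulation in an RXFP1-transfected HEK293T line under PDE4 inhibition. Values are scaled between buffer-only and 29 nM porcine relaxin, and EC50s come from standard Hill equation fits.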
RXFP1 antagonist – blocks the human relaxin receptor RXFP1 | Q9HBX9 | HEK293-RXFP1, relaxin-stimulated cAMP HTRF, 30 min; stronger effect = lower value | activity change, negative = inhibition, % at 57.5 µM | hit rate 0.59% among 350,000;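 active means activity change of -60% or lower, but not beyond a set lower limit; inconclusive means change between -60% and -40%, or beyond the set limit; inactive means change above -40%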; further: on the % scale 0 is the no-effect control and ±100 the full control effect
D1 agonist – agonists of human D1 dopamine receptor; P21728; activation, % at 2 µM; AID 504660; HEK293 T-REx D1 cells, calcium flux, agonist mode; hit rate 1% among 360,000; in the data active means activation above about 30%; further: 0% is about no effect
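Inducible HEK293 T-REx D1 cells, force-coupled to calcium signalling, were plated at 4000 cells/well with tetracycline and held overnight at 30 C. After no-wash calcium dye loading, compound-evoked calcium rise over 180 s flagged agonists.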
D1 PAM – potentiators of human D1 dopamine receptor; P21728; HEK293 TREx D1 cells, calcium flux, dopamine EC20 potentiation; potentiation, % at 10 µM; hit rate 0.036% among 360,000; in the data active means potentiation above about 30%; further: 0% is about no effect
Anesthetic bind – candidate novel general anesthetic via apoferritin binding; apoferritin/1-aminoanthracene competitive binding, fluorescence; hit rate 0.074% among 350,000; Potency, µM (top dose mostly 77.5 µM), without a hit: at the top dose activity change, negative = displacement, most hits filed as inhibitors; AID 485281; P02791; further: potency means the concentration at half of the fitted maximal effect; on the % scale 0 is the no-effect control and ±100 the full control effect; nearly all actives have a fitted effect of over 20% in size
Target sequence (P02791 2-175 limits assumed): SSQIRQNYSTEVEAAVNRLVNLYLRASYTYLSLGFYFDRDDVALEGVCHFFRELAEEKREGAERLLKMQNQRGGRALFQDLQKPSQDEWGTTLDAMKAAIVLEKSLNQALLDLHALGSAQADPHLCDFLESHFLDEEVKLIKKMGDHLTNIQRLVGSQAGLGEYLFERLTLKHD
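In PBS, apoferritin at 10 uM is loaded with 1-AMA from a 50% saturated solution. After 10 min of compound exposure at ambient temperature, reduced 535 nm fluorescence indicates probe displacement.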
TRHR PAM – allosterically enhances the human TRH receptor. P34981. TRHR cells, fluo-8 calcium fluorescence, EC20 TRH enhancement. enhancement, % at 2 µM. hit rate 0.66% among 360,000. AID 493056; in the data active means enhancement above about 30%; further: 0% is about no effect
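TRHR-expressing cells loaded with fluo-8 calcium dye were read kinetically (ex 480/em 530) during compound addition, then stimulated with an EC20 of TRH (10 nM final). Enhancement of the Gq-mediated intracellular calcium response was scored.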
Numbers without * were called inactive; ? = inconclusive; . = not tested or not shown; [ ] = dose if it differs, or a comment. Unless noted, the call rests on the fitted dose curve; in most records, active means well fitted curve in the direction sought with a large enough effect; inconclusive means small, poorly fitted or top-dose-only effect, or another doubt; inactive means no such curve, though single readings can be large; an effect the other way counts as inactive or inconclusive. Some of the compounds tested. The share of hits here may be higher or lower than overall.

RXFP1 agonist	D1 agonist	TRHR ag	Anesthetic bind	D1 antag	TRHR PAM	D2 PAM	RXFP1 antagonist	D1 PAM	Compound
6.2%	3.1	1.1	-5.6%	2.5	0.8	-2.1	10.3	-4.2	c1cnn(Cc2cnc(N3CCOCC3)s2)c1
5.6%	0.9	0.9	10.5%	6.4	-3.4	-2.2	12.1	3.0	NC(=S)NNC(=O)c1ccccc1Cl
5.9%	-1.2	-1.4	-3.8%	8.0	-1.0	-2.1	-1.7	2.5	C=CCn1c(=O)n2ncnc2c2c3c(sc21)CCCC3
-1.5%	4.1	0.5	-8.3%	-1.4	4.7	16.0	-3.1	-0.7	Cc1ccc(/C=C2\C(=O)ON=C2c2ccccc2)o1
17.3%	2.4	0.1	-11.6%	-15.4	3.4	1.4	.	-2.8	COc1cc(C(=O)Nc2sc3c(c2C#N)CCN(C(C)=O)C3)cc(OC)c1OC
-1.8%	5.0	0.4	-1.4%	-6.7	2.2	4.5	-4.1	4.8	CCOc1ccc(S(=O)(=O)NN=C2CCN(C(C)=O)CC2)cc1
-0.5%	3.3	0.2	-9.5%	1.0	0.7	.	8.5	-3.5	O=S(=O)(NCc1cc(-c2ccccc2)no1)c1ccccc1Cl
2.4%	0.8	-0.6	5.1%	10.1	-4.8	-8.8	-8.0	1.9	COc1ccc(CCNCc2ccccc2N2CCCC2)cc1
-1.3%	4.9	-1.1	-6.4%	11.7	-0.5	-11.0	3.5	-3.8	CN(C)c1ccc(CN2CCCCCC2)cc1
1.8%	6.2	-0.2	-3.6%	-10.3	-1.1	.	0.6	-0.3	C[N+]1(CC(O)c2ccccc2)CCCCCC1 (stereo unspecified)
1.7%	0.0	-1.4	-17.3%	-8.4	-7.7	-14.0	-0.7	-5.0	COc1ccc(NC(=O)CSc2nncc3ccccc23)cc1
4.2%	1.0	-0.3	5.5%	8.3	-6.8	3.0	3.5	-4.8	CCOc1ccccc1CNC(=O)CCCn1c(=O)c2cccn2c2cccnc21
20.8%	8.2	-0.2	-4.7%	-21.5	-3.6	-3.2	-5.2	0.4	Cc1c(Cl)cccc1NC(=S)N1CCN(c2ccc([N+](=O)[O-])cn2)CC1
1.4%	10.1	-0.1	46.9%[activator]	-3.2	7.0	12.4	-13.6	-1.7	COc1cc(OC)c(NC(=O)c2csc3c2CCC(C)C3)cc1Cl (stereo unspecified)
0.2%	5.9	0.6	4.4%	2.7	-1.9	-0.6	17.8	-5.6	COC(=O)c1ccc(NC(=S)NNC(=O)CC(C)C)cc1
0.8%	4.3	0.4	-6.7%	3.7	3.1	4.6	-1.3	4.5	CCCNC(=O)N1CCC(c2nc3ccccc3s2)CC1
0.8%	5.6	-0.1	-13.1%	-6.5	7.3	1.3	4.4	-8.2	CCC(=O)N1CCc2cc(S(=O)(=O)NCCN3CCCCC3CC)ccc21 (stereo unspecified)
-2.7%	5.3	0.0	-3.2%	-17.3	4.6	-1.5	-82.2*	-1.9	O=C(Nc1ccc(N2CCN(C(=O)c3ccccc3F)CC2)cc1)c1cncc(Br)c1
2.2%	10.3	0.7	.	8.4	-6.8	-6.1	-2.9	-3.1	O=C(CN1C(=O)c2ccccc2S1(=O)=O)Nc1cc(S(=O)(=O)N2CCCCC2)ccc1Cl
-0.6%	0.9	0.1	-1.4%	-3.7	3.1	-1.8	4.3	2.4	COC(=O)c1cc(-c2cccc([N+](=O)[O-])c2)c2c(=O)n(C)c(=O)n(C)c2n1
-1.7%	1.4	1.3	-8.1%	-1.6	-2.8	-7.7	-18.6	-1.8	Cn1cc(CN2CC3C[C@@H]4CC2C[C@H](C3)C4)c(-c2ccc3c(c2)OCCO3)n1
0.9%	18.2	0.2	-6.0%	-16.4	-5.0	-15.4	15.7	-11.1	CC(C)Nc1nc2nonc2nc1Nc1ccccc1
-3.5%	0.6	-0.4	-18.4%	17.2	3.7	-11.1	-33.4	2.4	O=[N+]([O-])c1ccc(/C=N/Nc2nc(N3CCCCCC3)nc(N3CCCCCC3)n2)o1
5.4%	-0.1	0.9	1.7%	5.3	2.3	-3.7	.	-3.4	COc1ccc(-c2nc3ccccc3s2)cc1NC(=O)COc1ccccc1C
1.5%	2.9	0.5	2.7%	4.2	-1.8	0.7	-3.1	1.8	CC1CN=C(N(C(=O)Nc2ccccc2)C(C)c2ccccc2)S1 (stereo unspecified)
-4.7%	4.7	1.6	-4.6%	22.0	2.3	6.0	-2.8	-3.1	CCN(CC)C(=O)/C=C/c1ccc(OC)c(S(=O)(=O)N2CCCCC2)c1
-0.5%	4.3	0.0	-4.6%	-7.0	3.2	11.1	-7.1	-4.8	O=C(COc1ccccc1Br)N1CCN(C(=O)c2ccco2)CC1
1.8%	1.3	-0.3	-4.3%	-6.2	-3.2	8.7	8.3	-3.5	COCCNC(=O)CN(C(=O)CCC(=O)Nc1ccccn1)c1ccc(C)cc1
1.2%	2.2	-0.9	-22.5%	14.5	-5.5	8.4	-9.8	3.1	CC(C)(C)c1ccc(C2(C)NC(=O)N(CC(=O)NCc3cccs3)C2=O)cc1 (stereo unspecified)
0.7%	6.9	0.8	4.9%	-1.4	3.7	-6.7	-9.6	-5.8	O=C(Cc1coc2ccc3ccccc3c12)NC1CCCc2ccccc21 (stereo unspecified)
0.8%	0.3	-0.2	-22.6%	-7.2	-7.0	.	-3.0	7.1	Cc1cc(S(=O)(=O)NCc2ccco2)c(C)cc1Cl
1.6%	1.1	-0.2	-0.3%	-5.2	9.4	-3.3	7.3	-3.9	CCCOC(=O)c1c(NC(=O)C2c3ccccc3Oc3ccccc32)sc2c1CCC(C)C2 (stereo unspecified)
0.0%	0.6	0.3	-7.9%	10.3	2.3	-4.3	-0.7	0.5	O=C(NCCc1ccccc1)C1CCC(CNS(=O)(=O)c2cccc3cccnc23)CC1 (stereo unspecified)
-4.9%	3.3	0.0	-4.3%	5.8	3.2	-0.5	-11.4	0.5	COc1cccc(OC(=O)CSc2nnc(-c3ccccc3OC)o2)c1
-0.6%	13.3	1.5	?	-28.3	-5.8	4.9	-9.8	-3.0	O=[N+]([O-])c1ccc(N(CCO)Cc2ccccc2)c([N+](=O)[O-])c1
0.7%	0.4	0.3	-8.6%	8.5	3.0	.	9.8	-7.4	CC(C)c1ccc(OCC(=O)NNC(=O)c2cnccn2)cc1
2.5%	1.7	2.0	5.0%	-1.6	3.7	-13.3	3.3	-0.9	Cc1cc(C)c(C#N)c(N2CCOCC2)n1
-3.2%	5.0	0.7	-8.7%	-13.4	0.1	8.2	15.7	-3.3	CCCc1nnc(NC(=O)CN2C(=O)C3C4C=CC(C4)C3C2=O)s1 (stereo unspecified)
1.9%	0.2	-0.6	-2.9%	-7.9	-0.7	-3.7	-4.5	0.6	O=C(N/N=C/c1ccccc1)c1cc(-c2ccc3c(c2)OCO3)n[nH]1
6.7%	5.5	-0.1	-2.8%	4.1	9.3	2.5	13.5	0.9	CCc1nc(SCC(=O)Nc2ccc(OC)cc2[N+](=O)[O-])n[nH]1

Four compounds from above, showing only RXFP1 agonist.
Structure | RXFP1 agonist
COC(=O)c1cc(-c2cccc([N+](=O)[O-])c2)c2c(=O)n(C)c(=O)n(C)c2n1 | -0.6%
O=C(NCCc1ccccc1)C1CCC(CNS(=O)(=O)c2cccc3cccnc23)CC1 (stereo unspecified) | 0.0%
O=[N+]([O-])c1ccc(/C=N/Nc2nc(N3CCCCCC3)nc(N3CCCCCC3)n2)o1 | -3.5%
NC(=S)NNC(=O)c1ccccc1Cl | 5.6%

Continuation:
RXFP1 agonist	D1 agonist	TRHR ag	Anesthetic bind	D1 antag	TRHR PAM	D2 PAM	RXFP1 antagonist	D1 PAM	Compound
0.8%	1.2	-0.3	-18.3%	-30.1*	-3.0	16.0	3.9	-0.9	CCCCc1nc(SCc2ccc([N+](=O)[O-])cc2)n[nH]1
1.1%	17.9	-0.4	-33.7%	-26.1	-0.8	-3.6	2.4	-7.5	CC(C)Cn1c(SCC(=O)c2ccc(Cl)s2)nnc1-c1ccco1
0.2%	1.6	0.1	-4.0%	2.0	-1.7	-4.6	-9.7	-2.2	CSc1ccccc1NC(=O)CN(c1ccccc1Br)S(C)(=O)=O
4.7%	8.4	-0.4	7.6%	-1.5	3.5	3.0	-0.4	1.6	COc1cc(C2NC(=O)CCC2[N+](=O)[O-])cc(OC)c1OC (stereo unspecified)
-0.8%	3.0	-0.5	-7.6%	-47.3*	1.4	7.4	.	-5.3	O=C(Nc1ccc(-c2csc(Nc3ccccc3)n2)cc1)c1cccc(C(F)(F)F)c1
1.6%	1.8	-0.4	2.7%	-0.6	-1.9	-17.2	-6.3	-3.4	Cn1nc(-c2ccc(C(=O)NC3CCCCC3)cc2)c2ccccc2c1=O
-0.1%	1.0	-0.4	-5.5%	-2.5	-6.9	-3.3	-7.9	-8.2	CCOC(=O)N1CCN(C(c2ccc(C(C)C)cc2)c2sc3nc(C)nn3c2O)CC1 (stereo unspecified)
-0.9%	1.7	0.0	.	9.6	6.6	8.6	-5.4	-4.5	O=C(c1ccccc1)N1CCN(c2ccc(N3CCOCC3)nn2)CC1
3.3%	1.8	0.2	-11.1%	1.2	-0.2	7.5	-4.6	0.3	CCOc1ccc(NC(=O)Cn2nnc(-c3ccccc3NC(=O)CC)n2)cc1
3.9%	1.2	-0.4	-3.0%	-12.3	-2.1	0.1	-0.1	3.2	O=c1cc(-c2ccc3c(c2)OCO3)oc2ccccc12
3.4%	2.7	0.4	1.1%	6.7	2.0	8.8	13.4	-7.7	O=C(NCCCN1CCOCC1)c1cc(-c2cccc(O)c2)on1
-1.1%	1.2	-0.5	-16.3%	2.4	43.4*	-30.1	2.6	4.1	COc1ccc(C)cc1NC(=O)NCCC1=CCCCC1
-1.1%	1.7	0.2	?	-3.1	4.6	14.9	23.8	-7.1	C=CCN(CC=C)C(=S)Nc1ccccc1
-0.5%	4.8	-0.2	?	10.6	12.3	1.4	-13.7	-3.6	CC(OC(=O)CN1C(=O)NC2(CCCC2)C1=O)C(=O)Nc1cccc(Cl)c1 (stereo unspecified)
-2.4%	2.8	1.1	-11.0%	-0.2	8.4	-0.8	5.9	-0.8	COc1ccc(N(CC(=O)Nc2cccc(C(F)(F)F)c2)S(C)(=O)=O)cc1

Profiles, quoted from the list. Order of screens: RXFP1 agonist	D1 agonist	TRHR ag	Anesthetic bind	D1 antag	TRHR PAM	D2 PAM	RXFP1 antagonist	D1 PAM
O=C(NCCCN1CCOCC1)c1cc(-c2cccc(O)c2)on1 is entered as 3.4%	2.7	0.4	1.1%	6.7	2.0	8.8	13.4	-7.7
CCCCc1nc(SCc2ccc([N+](=O)[O-])cc2)n[nH]1 is entered as 0.8%	1.2	-0.3	-18.3%	-30.1*	-3.0	16.0	3.9	-0.9

Compound activity as filed in PubChem.
